# Screening data deposited in PubChem BioAssay by Broad Institute.
# ERAP1 HTS inh = ERAP1 (human) enzyme inhibition; Q9NZ08; recombinant ERAP1, Leu-AMC fluorescence, 60 min; inhibition, % at 10.7 µM; 340,000 tested, 0.15% active;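 active = mean replicate inhibition of at least 30%, or all replicates individually reaching that 30% level; inactive = mean below 30% and not every replicate reaching it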;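 also: 0% = neutral control wells and 100% = L-leucinethiol positive control wells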
# DENV2 CPE = protects cells from dengue virus 2 cytopathic effect; DENV2-infected cells, cytopathic effect rescue, plate reader; CPE inhibition, % at 9.99 µM; 350,000 tested, 1.7% active; AID 651640; in the data active = CPE inhibition above about 20%, passing the limit was not always enough; inconclusive = no clear call, values can overlap the other calls; tested in BHK-21 cells;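 also: 0% = median of neutral control wells and 100% = median of positive control wells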
# ERp5 block = inhibitors of human ERp5 | Q15084 | ERp5 insulin aggregation, absorbance 650 nm, 90 min | inhibition, % at 9.99 µM | 350,000 tested, 0.05% active;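 active = mean replicate inhibition above about 25%, with every replicate also reaching it, limit read from the data, passing the limit was not always enough; inconclusive = only one of those two criteria met; inactive = neither criterion met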
# Target sequence (Q15084 whole entry, looked up): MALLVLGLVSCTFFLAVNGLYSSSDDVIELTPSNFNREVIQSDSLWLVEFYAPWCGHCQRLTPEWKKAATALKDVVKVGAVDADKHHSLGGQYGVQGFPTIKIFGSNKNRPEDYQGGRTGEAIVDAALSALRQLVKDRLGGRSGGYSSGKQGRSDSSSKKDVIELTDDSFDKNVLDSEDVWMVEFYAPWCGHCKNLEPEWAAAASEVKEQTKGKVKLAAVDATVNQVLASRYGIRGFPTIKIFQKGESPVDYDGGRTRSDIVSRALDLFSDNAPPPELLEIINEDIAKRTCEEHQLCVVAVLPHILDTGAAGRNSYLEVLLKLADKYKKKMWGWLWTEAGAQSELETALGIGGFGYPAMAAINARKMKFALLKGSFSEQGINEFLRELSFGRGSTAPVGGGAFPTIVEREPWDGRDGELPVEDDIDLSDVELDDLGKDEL
# CASP6 VEID inh = caspase-6 (human) enzyme inhibition; AID 686996; inhibition, % at 12.5 µM; purified caspase-6, Z-VEID-R110 cleavage fluorescence; 350,000 tested, 0.53% active;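 active = mean inhibition across replicates at least about 35%, with every replicate also reaching that limit, limit read from the data; inconclusive = only one of the two criteria met; inactive = neither criterion met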;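 also: 0% = median of neutral control wells and 100% = no fluorescence left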
# Target sequence (P55212 24-179 limits assumed): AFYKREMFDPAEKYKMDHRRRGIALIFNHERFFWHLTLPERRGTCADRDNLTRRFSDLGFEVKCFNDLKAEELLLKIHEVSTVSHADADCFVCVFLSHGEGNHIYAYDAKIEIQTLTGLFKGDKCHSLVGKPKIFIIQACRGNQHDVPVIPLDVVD
# Target sequence (P55212 194-293 limits assumed): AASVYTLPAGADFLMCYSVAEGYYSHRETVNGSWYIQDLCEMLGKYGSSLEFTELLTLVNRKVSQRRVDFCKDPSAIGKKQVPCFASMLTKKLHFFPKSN
# SIRT5 block = sirtuin-5 (human) deacylase inhibition; Q9NXA8; Purified SirT5, succinyl-peptide AMC, trypsin-coupled fluorescence; inhibition, % at 15 µM; 330,000 tested, 1.1% active; AID 652115; in the data active = inhibition above about 15%; inconclusive = no clear call, values can overlap the other calls
# Target sequence (Q9NXA8 whole entry, looked up): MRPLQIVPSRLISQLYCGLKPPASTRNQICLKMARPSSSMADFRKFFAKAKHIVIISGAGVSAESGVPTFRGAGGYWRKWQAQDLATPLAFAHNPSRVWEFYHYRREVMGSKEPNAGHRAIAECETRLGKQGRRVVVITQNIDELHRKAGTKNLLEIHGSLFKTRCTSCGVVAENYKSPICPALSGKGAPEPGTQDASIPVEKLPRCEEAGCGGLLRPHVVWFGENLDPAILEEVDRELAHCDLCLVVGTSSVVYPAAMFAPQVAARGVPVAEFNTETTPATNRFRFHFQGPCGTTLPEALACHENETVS
# F508del corr = correctors of CFTR F508del function in bronchial epithelial cells | CFBE cells, YFP halide quenching; stimulated with forskolin plus potentiator P3; % fluorescence drop versus neutral controls | activity (quench increase), % at 7.58 µM | 350,000 tested, 0.36% active | AID 720511;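 active = mean added fluorescence quench of at least 8% versus neutral control, with both replicates also reaching 8%; inconclusive = only one of the mean or replicate conditions met; inactive = mean below 8% and not both replicates reaching 8%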;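 also: cells transiently co-express mutant CFTR-F508del with the halide-sensitive YFP; corrector assay measuring rescue of mutant channel to the surface after 24 h compound exposure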
# miR122 inh = miR-122 inhibition in Huh7 cells; activation (reporter increase), % at 12.5 µM; 340,000 tested, 0.3% active; Huh7 miR-122 Renilla luciferase sensor, 48 h; neutral wells = 0, positive control = 100; AID 602342;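 active = mean replicate activation score at least 90 and every replicate individually at or above 90; inconclusive = only one of the two criteria met; inactive = neither criterion met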;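 also: higher luciferase means less miR-122 activity so hits act as miR-122 inhibitors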
# An asterisk follows results filed as active; ? = inconclusive; · = not tested or not shown; [ ] = another dose, or the depositor's remark.
# Below each compound – CASP6 VEID inh, ERp5 block, SIRT5 block, F508del corr, ERAP1 HTS inh, DENV2 CPE, miR122 inh
- CC[C@H](CO)Oc1cc(NCc2cccc(N)c2)c2ncn(C(C)C)c2c1
    45.8*, 4.8, -4.9, -1.5, ·, 16.2, ·
- COc1ccc2cc(Br)ccc2c1CC(=O)NCCCN1CCOCC1
    -0.6, -6.1, -1.4, -1.7, 2.5, 10.5, ·
- CC(C)CN1C(=O)C(NC(=O)C2CC2)(C(F)(F)F)C2=C1CC(C)(C)CC2=O (stereo not given)
    1.8, -1.4, 35.5*, 3.6, -1.1, -4.3, -1.2
- C[C@H]1CN([C@@H](C)CO)C(=O)Cc2cc(NC(=O)C3CC3)ccc2O[C@@H]1CN(C)Cc1ccc(Oc2ccccc2)cc1
    ·, -4.0, -3.5, 1.0, 1.8, 6.3, -7.2[16.7 µM]
- C[C@H]1CN([C@@H](C)CO)C(=O)c2cc(NC(=O)C3CC3)ccc2O[C@@H]1CN(C)C(=O)NC1CCCCC1
    -0.1, -3.6, -2.4, 0.5, -0.7, 7.0, -2.6[16.7 µM]
- COc1cccc(NC(=O)N[C@@H]2CC[C@@H](CC(=O)N3CCN(C)CC3)O[C@H]2CO)c1
    1.7, -1.9, 5.1, 0.8, -2.3, -2.5, ·
- Cc1ccc(NS(=O)(=O)c2cccc(C(=O)N3CCCCCC3)c2)cc1
    -4.4, -2.5, 1.6, -0.2, 1.2, -6.3, ·
- CCOc1ccc([C@@H]2CC=C(C(=O)O)[C@H](c3ccc(Cl)cc3)N2S(=O)(=O)c2ccc(C)cc2)cc1
    8.1, -3.0, ·, 1.2, ·, 6.5, ·
- CCOc1cc(/C=N/Nc2cc(C)nc3ccc(C)cc23)ccc1O
    -1.2, -1.7, -2.3, -0.3, -2.5, -0.2, -1.0
- COc1cccc(NC(=O)CN(C)C(=O)c2ccc(-c3ccc(Cl)cc3)o2)c1
    1.3, 3.8, -6.6, 2.5, -1.6, -8.3, -4.2
- Cc1cccc2cc(C#N)c(NCCCNS(=O)(=O)c3ccc(Cl)cc3)nc12
    -1.2, 1.6, -1.1, 2.5, 1.5, 1.8, 6.9
- NC(=O)c1c(/N=C/c2cccnc2)sc2c1CCCC2
    -1.9, 0.3, -4.5, 0.3, -2.8, -1.3, -2.4
- COC(=O)[C@@H](Cc1ccccc1)NC(=O)/C=C/[C@H]1O[C@@H](n2cnc3c(NC(=O)c4ccccc4)ncnc32)[C@H](O)[C@@H]1O
    -3.4, -2.1, 30.8*, 0.7, 0.7, 4.8, 1.2
- CCCNC(=O)C[C@H]1C[C@@H]2c3cc(NS(C)(=O)=O)ccc3O[C@@H]2[C@H](CO)O1
    3.7, -5.8, -2.0, -0.6, 2.2, 4.9, -1.0[16.7 µM]
- COc1ccc(OC(=O)N(C)C[C@H]2OCc3cn(nn3)CCCC(=O)N([C@H](C)CO)C[C@H]2C)cc1
    0.0, -0.3, -3.0, -2.0, -0.8, 1.9, -0.4[16.7 µM]
- c1ccc2nc(N3CCN(Cc4ccc5c(c4)OCO5)CC3)cnc2c1
    3.2, -3.5, -4.5, 0.9, -3.2, -6.5, -3.5
- C[C@@H]1CN([C@@H](C)CO)C(=O)c2cccc(NC(=O)Nc3ccccc3)c2O[C@@H]1CN(C)C(=O)Nc1ccc(F)cc1
    2.1, -1.3, 5.1, 3.1, -2.1, -3.5, -0.2[16.7 µM]
- Cc1ccc(NC(=O)CN(C)Cc2cccs2)cc1Cl
    -3.6, 1.6, -0.7, -1.1, 1.9, 3.7, 44.0
- NS(=O)(=O)c1cccc(NC(=O)Cc2ccc(Cl)c(Cl)c2)c1
    4.2, -8.5, -1.9, -1.3, 1.3, 7.3, ·
- C[C@]12CCC3C(CC[C@H]4CCCC[C@]34C)C1CC[C@@]2(O)CNCCO (stereo not given in full)
    -3.2, -11.7, -6.5, -1.3, -1.7, 3.8, ·
- CN1CCN(C(=O)C[C@@H]2C[C@@H]3c4cc(NC(=O)Nc5ccccc5)ccc4O[C@@H]3[C@H](CO)O2)CC1
    ·, ·, ·, -0.4, ·, -0.9, -0.7[16.7 µM]
- CC(=O)NS(=O)(=O)c1ccc(NC(=O)/C=C/c2cn(-c3ccccc3)nc2-c2ccccc2)cc1
    12.2, -1.2, -6.8, ·, 8.1, ·, -2.1
- COc1ccc(C(=O)NCc2ccc(Cl)cc2)cc1S(=O)(=O)N1CCCC1
    1.9, 6.8, 0.5, -2.2, 0.1, -6.2, ·
- Cc1c(NC(=O)CSc2ccc(Cl)cc2)c(=O)n(-c2ccccc2)n1C
    -2.2, -5.8, -0.8, 0.5, -0.1, -2.4, ·
- C[C@@H]1CN([C@H](C)CO)S(=O)(=O)c2ccc(C#CC(C)(C)O)cc2O[C@H]1CN(C)Cc1ccc(F)cc1
    -2.8, 3.0, 11.0, -1.5, 1.6, -8.0, -6.2[16.7 µM]
- O=C(c1ccc2ccccc2n1)N1CCN(c2ccccc2)CC1
    -2.7, 0.7, 0.0, -0.6, -0.2, -4.2, -3.7
- O=C(O)c1ccccc1NS(=O)(=O)c1cccc(-n2sc3ccccc3c2=O)c1
    10.0, -1.2, 0.7, 2.3, 99.3*, 12.4, 3.3
- CS(=O)(=O)N(CC(=O)Nc1cccc([N+](=O)[O-])c1)c1cccc(F)c1
    10.6, -2.5, 1.1, -0.1, 0.5, -2.0, 3.8
- O=C(Nc1cccc(S(=O)(=O)NC2=NCCC2)c1)C1CCCCC1
    1.8, 3.4, -3.3, -0.7, ·, 5.7, 14.9
- Cc1c(Br)cnn1C(C)C(=O)N1CCN(c2ccccc2F)CC1 (stereo not given)
    -1.2, -0.6, -1.7, 0.6, -0.1, ?, ·
- O=C(CN1CCOCC1)NCC[C@@H]1CC[C@H](NC(=O)c2ccc3c(c2)OCO3)[C@@H](CO)O1
    -2.2, -0.2, 3.1, 0.7, -0.5, 22.0*, ·
- O=C(CSCc1c(F)cccc1Cl)NCc1cccnc1
    0.0, -4.4, -4.4, 0.9, 2.9, -17.4, -0.7
- C[C@@H]1CN([C@@H](C)CO)C(=O)c2cc(N(C)C)ccc2O[C@H]1CN(C)C(=O)Nc1cccc2ccccc12
    -0.9, -1.7, -4.8, 1.2, -1.6, 0.0, 0.2[16.7 µM]
- CCCCn1c(N)c(N(CCOC)C(=O)CN(C)S(=O)(=O)c2ccc(F)cc2)c(=O)[nH]c1=O
    1.7, 1.8, 4.1, 0.1, -10.3, -5.8, ·
- CC(=O)c1ccc(NC(=O)C(C)Sc2nnc3ccccn23)cc1 (stereo not given)
    -2.7, 5.6, -0.6, -1.9, 1.4, 12.7, 2.0
- CN(C)S(=O)(=O)c1ccc(SCC(=O)Nc2ccc3c(c2)OCCO3)nc1
    4.6, 3.0, 0.7, -3.3, 1.4, 12.9, ·
- Cn1c(=O)c2sccc2n2c(CCCC(=O)Nc3ccccc3)nnc12
    2.9, -1.3, -2.0, -3.3, 3.6, 5.7, 5.2
- O=C(CSc1ccccc1F)NC(=O)c1ccccc1Br
    -3.6, -0.8, ·, 0.8, 1.9, 0.0, 0.4
- COc1ccccc1C#Cc1cnc2c(c1)C(=O)N([C@@H](C)CO)C[C@H](C)[C@H](CN(C)CC1CC1)O2
    0.2, 4.2, 5.1, 0.1, -0.2, -3.0, ·
- O=C(Nc1cccc(S(=O)(=O)Nc2ccc(Cl)cc2)c1)c1ccc[n+]([O-])c1
    5.3, 5.9, -7.5, 1.5, ·, -4.5, 34.7
- C(=N\N1CCOCC1)/c1cn(-c2ccccc2)nc1-c1ccccc1
    0.9, 3.5, -1.0, -2.3, 10.2, -2.3, -7.2
- CCCN1CCN(C(=O)c2cccc3c2C(=O)N(CCOC)C3)CC1
    -3.2, 2.7, 1.6, 2.9, 4.2, 8.5, -1.3
- COc1cc(/C=C2/NC(=O)N(Cc3ccccc3F)C2=O)cc(OC)c1OC
    1.7, 3.0, 2.9, 0.4, 0.4, -2.1, ·
- Cc1ccc(C(=O)NCC(=O)OCC(=O)c2ccc3c(c2)NC(=O)CO3)cc1C
    ·, 0.3, 1.0, 1.3, -2.7, 1.6, ·
- COc1ccc(N/C=C2\C(=O)c3c(sc(C)c3C)N(C)S2(=O)=O)cc1
    -1.1, 3.5, -3.2, -2.1, 0.6, 3.7, 3.5
- COc1ccc(/C=C2\CCC(C3CCCC3)C2=O)c(OC)c1 (stereo not given)
    -0.5, -0.7, -4.1, 1.0, -0.3, -3.3, 14.9
- CC(C)[N+]1=C2C=CC=CC=C2SC12C([N+](=O)[O-])=CC(=[N+]([O-])[O-])C=C2[N+](=O)[O-] (stereo not given)
    34.1, 0.0, 3.9, 0.4, 2.4, 8.4, -3.9
- COCC#Cc1cnc2c(c1)C(=O)N([C@@H](C)CO)C[C@H](C)[C@@H](CN(C)C(=O)CCN1CCCCC1)O2
    -0.5, -3.8, 4.8, 1.8, -1.2, -3.2, -2.1[16.7 µM]
- COc1ccc(S(=O)(=O)N(C)C[C@@H]2Oc3c(NS(=O)(=O)c4c(C)noc4C)cccc3C(=O)N([C@@H](C)CO)C[C@@H]2C)cc1
    ·, 6.5, -1.7, 0.6, 2.7, -4.3, -6.5[16.7 µM]
- O=C(C[C@@H]1C[C@@H]2c3cc(NC(=O)c4ccc5c(c4)OCO5)ccc3O[C@@H]2[C@@H](CO)O1)NCc1cc(F)ccc1F
    8.4, 1.5, -3.6, -1.2, 0.0, -4.1, -2.8[16.7 µM]
- C[C@H]1CN([C@@H](C)CO)C(=O)c2cc(NC(=O)Nc3ccc(F)cc3)ccc2O[C@H]1CN(C)C(=O)Nc1ccc2c(c1)OCO2
    -1.2, 2.8, -0.3, -3.1, -2.9, 9.5, -2.3[16.7 µM]
- O=C(O)c1ccc(/C=N\Nc2ccc(S(=O)(=O)N3CCOCC3)cc2[N+](=O)[O-])cc1
    1.3, 1.3, 2.3, 1.5, ·, -2.1, -5.9
- C[C@@H]1CN([C@@H](C)CO)C(=O)c2cccc(NC(=O)Nc3ccccc3)c2O[C@H]1CN(C)C(=O)Nc1ccc(F)cc1
    5.3, 4.9, 2.1, -1.5, 0.1, 3.2, 0.7[16.7 µM]
- CCCC#Cc1ccc2c(c1)O[C@H](CN(C)CCC)[C@H](C)CN([C@@H](C)CO)S2(=O)=O
    1.4, -5.5, -0.1, -0.8, 0.2, 18.1, 7.3[16.7 µM]
- CCc1c(C)nc(SCCOc2ccc(OC)cc2)[nH]c1=O
    1.4, 1.4, -4.0, -0.7, -0.4, 2.0, -1.6
- CCc1nc(N2[C@H](C#N)[C@H](c3ccccc3-c3ccccc3F)[C@@H]2CO)sc1C
    1.0, -4.1, 0.7, 0.0, -0.3, -7.7, ·
- C=CCS(=O)(=O)N1CCCC(N(C)CCc2ccc(OC)c(OC)c2)C1 (stereo not given)
    -3.5, 3.9, -0.4, -2.3, -0.7, 0.6, -1.2
- Cc1cc(C)n2nc(SCC(=O)Nc3ccccc3F)nc2n1
    23.0, 2.5, -10.8, -1.0, -0.8, -0.5, -6.6
- N#CC1=C(N)Oc2cc(N)ccc2C1c1ccc(F)cc1F (stereo not given)
    1.5, 2.5, -0.2, 5.8, 1.1, ?, 44.6
- Cc1ccc2[nH]c(C)cc(=S)c2c1
    -0.4, -3.1, -5.2, -3.8, -0.7, ·, -0.7

# New compounds follow
# Below each compound – CASP6 VEID inh, ERp5 block, SIRT5 block, F508del corr, ERAP1 HTS inh, DENV2 CPE, miR122 inh
- CCOc1ccccc1/C=N/n1nnnc1N
    1.0, 5.4, -1.5, -1.0, -3.4, ?, ·
- O=C(Nc1ccc(Cl)c(S(=O)(=O)N2CCOCC2)c1)C1CCCC1
    -2.4, 2.8, 1.2, -5.8, -0.7, 10.8, -5.9
- C[C@H](CO)N1C[C@H](C)[C@H](CN(C)Cc2ccc(Cl)c(Cl)c2)OCc2ccccc2-c2ccccc2C1=O
    -2.4, -0.5, 3.6, -3.8, -5.0, -2.3, ·
- Cc1ccccc1-c1nnn(CC(=O)NC(=O)NC2CCCC2)n1
    3.2, -6.6, 0.5, 2.2, -0.9, 0.4, -5.6

# The order is random; overall some 4% were active at least once.
